TSHR antag: human thyrotropin receptor antagonism. actives 0.2% (n = 330,000). activity change, negative = inhibition, % at 11.5 µM. TSHR-expressing cells, TSH-stimulated cAMP HTRF, 2 h; stronger effect = lower value. P16473;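 active = activity change below a set negative limit, meaning inhibition stronger than a set level, cut at about -70% in these data; inconclusive = activity change between two set negative limits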; note: % is set by controls: 0 for no effect and ±100 for the full control effect
Target sequence (P16473 whole entry, looked up): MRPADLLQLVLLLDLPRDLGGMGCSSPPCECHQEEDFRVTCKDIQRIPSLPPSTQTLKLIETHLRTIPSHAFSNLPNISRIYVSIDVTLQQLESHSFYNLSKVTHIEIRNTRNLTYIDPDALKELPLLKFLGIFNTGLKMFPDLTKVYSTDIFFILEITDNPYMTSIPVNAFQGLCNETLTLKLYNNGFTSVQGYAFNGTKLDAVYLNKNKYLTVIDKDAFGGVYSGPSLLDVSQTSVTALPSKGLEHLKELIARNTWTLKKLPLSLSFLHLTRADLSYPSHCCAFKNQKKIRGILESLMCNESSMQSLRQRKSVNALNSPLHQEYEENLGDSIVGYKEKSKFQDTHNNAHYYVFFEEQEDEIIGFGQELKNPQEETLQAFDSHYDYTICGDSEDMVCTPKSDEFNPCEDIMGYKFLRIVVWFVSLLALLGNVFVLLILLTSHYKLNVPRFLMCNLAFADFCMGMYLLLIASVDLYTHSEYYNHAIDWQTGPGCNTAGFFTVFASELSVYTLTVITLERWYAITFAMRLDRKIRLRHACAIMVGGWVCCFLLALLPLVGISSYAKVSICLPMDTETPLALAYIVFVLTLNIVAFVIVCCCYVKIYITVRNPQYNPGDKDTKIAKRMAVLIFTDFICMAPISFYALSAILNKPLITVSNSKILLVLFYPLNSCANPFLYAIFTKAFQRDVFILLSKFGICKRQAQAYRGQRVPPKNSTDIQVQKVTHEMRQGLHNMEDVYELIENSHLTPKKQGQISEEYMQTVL
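TSHR-expressing cells were treated with compounds, then stimulated with TSH at EC80 (4nM final) for 2 hours at 37 deg C. Cellular cAMP was measured by HTRF competition between lysate cAMP and cAMP-d2 for a cryptate-labelled anti-cAMP antibody.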
GALK inh: blocks human galactokinase activity. Purified GALK, Kinase-Glo residual ATP luminescence. Potency, µM (top dose mostly 57.5 µM), for the others: top-dose activity change, negative = inhibition, usual class: inhibitors. actives 0.007% (n = 270,000). AID 1868; note: potency is the fitted concentration of half-maximal effect; % is set by controls: 0 for no effect and ±100 for the full control effect
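Compounds were pin-transferred into ATP buffer (35 uM final), then GALK plus galactose (5 nM, 100 uM final) was added. After 1 h at room temperature, Kinase-Glo Plus was added and luminescence read after 10 min.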
Chronic BCR inh: blocks chronic active B-cell receptor signaling; actives 0.05% (n = 340,000); ABC-DLBCL IkBa-CBG/CBR reporter, luminescence ratio, 4 h; Potency, µM (highest dose often 46.1 µM), inactives show top-dose ratio change, negative = lower green/red ratio, usual class: inhibitors; active = well fitted inhibition curve with a large enough effect in the signal ratio, with a control signal flat, not every such curve was filed as active; inconclusive = small, poorly fitted or top-dose-only effect, or effect the other way, or a change in a side signal; the % refers to the signal ratio;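 note: potency is the fitted concentration of half-maximal effect; plate controls were basal doxycycline-induced cells for no effect and cells given 10 µM MG132 for full effect; MG132 reads +100%, hits lower the ratio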
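Doxycycline induced both beetle luciferases in TMD8 lymphoma cells; IKK-driven degradation limits the IkappaBalpha-fused green signal, while red luminescence normalises for cell number and nonspecific effects. Compounds tested up to 46 uM, 4 hrs.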
TCR act: activators of T cell receptors | primary human leukocytes, anti-CD3, IL-2 HTRF, 48 h | Potency, µM (titrated, usually from 9.22 µM), for inactives: at the highest dose activation of IL-2 secretion, usual class: activators | 330,000 tested, under 10 active | AID 504894; note: % of control where 0% means no effect
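Primary human leukocytes incubated 48 hr with anti-CD3 beads plus compound, without co-stimulation. Secreted IL-2 measured by HTRF (europium cryptate/d2 anti-IL-2 pair, 320 nm excitation, 665 nm emission).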
FBPA coupling cs: inhibits coupling enzyme system, counter-screen for aldolase hits; coupling enzyme system counterscreen, AmpLite Red fluorescence; activity change, negative = inhibition, % at 58.2 µM, hits read low; actives 0.67% (n = 290,000); AID 2472; in the data active = activity change below about -30%; note: % is set by controls: 0 for no effect and ±100 for the full control effect
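Compounds tested against the coupling enzymes alone at 57.5 uM final; readout was AmpLite Red fluorescence (525/598 nm) after 20 min at RT.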
hERG WT inh: inhibitors of human wildtype KCNH2 potassium channel; Q12809; activity change, % at 1.84 µM; AID 720551; actives 0.37% (n = 340,000); U2OS, BacMam KCNH2, thallium flux FluxOr; stronger effect = lower value;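 active = maximum activity change below -70%; inconclusive = maximum activity change between -70% and -50%; inactive = maximum activity change above -50%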; note: % is set by controls: 0 for no effect and ±100 for the full control effect
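U2OS cells transduced with wild-type KCNH2 virus are loaded with FluxOr dye for 45 min, and thallium flux is measured in kinetic reads before and after stimulation buffer. Rate constants are normalized to DMSO controls.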
CXXC DNA block: blocks binding of human MLL CXXC domain to DNA; Q03164; MLL-CXXC / FITC-HOXA9 DNA fluorescence polarization; Potency, µM (top dose mostly 115 µM), for the others: at the highest dose activity change, negative = inhibition, actives largely listed as inhibitors; actives 0.037% (n = 290,000); active = well fitted inhibition curve with a large enough effect in the polarisation, with a control signal flat, not every such curve was filed as active; inconclusive = small, poorly fitted or top-dose-only effect, or effect the other way, or a change in a side signal; inactive = no such curve, though single readings can be large or run the other way; the % refers to the polarisation; note: potency is the fitted concentration of half-maximal effect
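Purified MLL-CXXC (added from a 7 uM solution) was preincubated 5 min at ambient with pinned compounds in 50 mM Tris-HCl pH 7.5, 50 mM NaCl, 1 mM DTT, 0.05% BSA. Fluorescein-labeled HOX-A9 DNA (50 nM solution) followed, 30 min, then polarization read.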
A-T KAP1 phos: potential ataxia-telangiectasia treatment; […] A-T fibroblasts, KAP-1 phosphorylation AlphaLISA; neocarzinostatin DNA damage 30 min before lysis; Potency, µM (top dose mostly 57.5 µM), for the others: at the top dose activation, actives largely listed as activators; actives 0.19% (n = 320,000); AID 485349; note: potency is the fitted concentration of half-maximal effect; % of control where 0% means no effect; nearly all actives have a fitted effect of over 45% in size
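ATM-like activity read as KAP-1 phosphorylation via AlphaLISA donor/acceptor antibody pairs after lysis and 6 hr at 25C. Cells were ATM-null patient fibroblasts ([…], hTERT), dosed 60 min, then exposed to the DSB inducer NCS for 30 min.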
Tb PFK block: inhibitors of T. brucei phosphofructokinase; O15648; T. brucei PFK, ADP-Glo luminescence; actives 0.17% (n = 330,000); AID 485367; Potency, µM (doses to about 57.5 µM), without a hit: top-dose activity, negative = inhibition, most hits filed as inhibitors;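 note: potency is the fitted concentration of half-maximal effect; 0% = uninhibited 1x PFK enzyme wells and -100% = no-enzyme wells; nearly all actives have a fitted effect of over 60% in size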
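Activity is normalized to no-enzyme wells (full inhibition) and 1.25 nM enzyme wells (no inhibition). Reaction: 0.5 mM F6P, 0.1 mM ATP, 45 min RT, ADP-Glo luminescence; concentration-response curves fitted and classed by quality.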
Giardia killer: kills Giardia lamblia. Giardia lamblia trophozoite viability. activity change, % at 7.66 µM, hits read low. actives 0.15% (n = 340,000); in the data active = activity change below about -80%; inconclusive = between about -30% and that limit;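 note: parasites exposed to compound for two days anaerobically before the ATP read; % is set by controls: 0 for no effect and ±100 for the full control effect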
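Media and compound were dispensed first, then trophozoites at 100 cells/well; plates sat 48 hrs at 37 deg C without oxygen before ATP luminescence reagent was added and read after 15-30 min at room temperature.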
Starred values were filed as active, the others as inactive; ? = inconclusive; / = no result given; [ ] = remark or other dose. Unless noted, calls come from the whole dose curve; as a rule, active = well fitted curve in the direction sought with a large enough effect; inconclusive = small, poorly fitted or top-dose-only effect, or another doubt; inactive = no such curve, though single readings can be large; an effect the other way counts as inactive or inconclusive.

Each structure is followed by: TCR act	Chronic BCR inh	Giardia killer	GALK inh	hERG WT inh	TSHR antag	Tb PFK block	A-T KAP1 phos	CXXC DNA block	FBPA coupling cs
NC(=O)NC(=O)COC(=O)c1ccc(OC(F)(F)F)cc1
 : 4%	3%	0	0%	-8	-7	3%	2%	-8%	1
COc1ccc(N=C2NC(=O)/C(=C\C=C\c3ccccc3)S2)cc1
 : 2%	7%	-21	7%	4	5	-1%	-5%	-2%	-1
COc1ccc(N(C(=O)c2cccc([N+](=O)[O-])c2)S(=O)(=O)c2ccc3c(c2)n(C)c(=O)n3C)cc1
 : -5%	8%	0	-1%	11	4	-1%	-4%	-5%	-1
O=C1CCC(C(=O)N(c2ccccc2)C2(C(=O)NC3CCCCC3)CCCCC2)N1 (stereo not drawn)
 : 0%	-6%	9	0%	-6	8	-4%	-1%	-7%	3
Cc1ccc(C(=O)Nc2ccc(NC(=O)c3cccs3)cc2)c(C)c1
 : 0%	10%	14	-2%	-12	7	-23%	7%	8%	-4
Cn1c(=O)oc2cc(S(=O)(=O)N3CCN(c4ccccc4F)CC3)ccc21
 : 3%	?	-12	0%	10	23	1%	-3%	110%[activator]	2
CCN(CC)c1ccc(NC(=O)CCN2C(=O)c3ccccc3S2(=O)=O)c(C)c1
 : 1%	-5%	4	/	-7	-12	-13%	-5%	/	/
O=C(NC1CCCCC1)c1cc(-c2ccc(F)cc2)on1
 : -2%	?	-18	2%	3	27	-1%	3%	-2%	6
CN1CCN(c2ccc(NC(=O)c3ccc(Br)o3)cc2)CC1
 : -1%	-2%	17	-2%	4	-4	-2%	0%	-2%	/
Cc1nn(CC(=O)NCc2ccccn2)c(C)c1[N+](=O)[O-]
 : 8%	2%	-10	2%	-7	-6	0%	12%	-13%	0
CCN(C(=O)COC(=O)CNC(=O)c1ccc(C)s1)c1ccccc1
 : -4%	3%	12	-3%	2	1	-15%	0%	1%	0
COc1ccc(C)cc1NC(=O)C12CCC(C)(C(=O)O1)C2(C)C (stereo not drawn)
 : -3%	?	12	-3%	2	-5	3%	1%	9%	0
Cc1ccc2c(c1)N(CC(=O)NCCc1ccccc1)C(=O)c1cccnc1O2
 : 0%	12%	-4	/	0	24	0%	0%	/	1
O=C(CN1CCN(CC(=O)Nc2ccc3c(c2)OCO3)CC1)Nc1ccc(F)cc1
 : 5%	5%	12	-2%	-129*	18	6%	-1%	1%	0
O=C(NCCc1ccccc1)C1CCN(S(=O)(=O)N2CCCCC2)CC1
 : -2%	-10%	1	5%	-22	15	0%	3%	-2%	0
Cc1cc2ncn(-c3ncccc3[N+](=O)[O-])c2cc1C
 : 3%	-13%	-3	-4%	0	-17	4%	0%	5%	-5
O=C(NCc1ccccc1)c1ccc2nc(-c3ccco3)c(-c3ccco3)nc2c1
 : 1%	?	2	-1%	-10	-15	-24%	/	-2%	-19
O=C(NNC(=O)c1ccccc1F)c1ccc(S(=O)(=O)N2CCCC2)cc1
 : -5%	2%	-6	/	-8	-7	-2%	-5%	/	/
COc1ccc(OCC(O)Cn2c(N3CCCCC3)nc3c2c(=O)[nH]c(=O)n3C)cc1 (stereo not drawn)
 : /	-7%	-14	-2%	10	-7	1%	-4%	-4%	-1
Cc1ccc(S(=O)(=O)N2CCCCC2)cc1NC(=O)CSc1ncn[nH]1
 : 5%	-6%	-3	0%	-12	4	-8%	1%	4%	0
CN1c2ccccc2C2(C)CCCC3=Cc4cc([N+](=O)[O-])cc([N+](=O)[O-])c4OC312 (stereo not drawn)
 : -1%[46.1 µM]	0%	7	/	-5	12	0%	1%	-4%	0
CN(CC(=O)Nc1ccc(F)c(F)c1F)C(=O)c1ccc(-n2cncn2)c([N+](=O)[O-])c1
 : 0%	2%	10	/	-1	9	2%	-5%	/	/
CCC(=O)Nc1nc(C)c(C(=O)N2CCCCC2)s1
 : /	0%	-5	-3%	-5	22	-2%	-1%	7%	2
Brc1ccc(-c2nc(-c3ccncc3)no2)cc1
 : -3%	?	18	0%	2	-1	0%	-7%	4%	1
O=C(NC1CCCC1)C(c1ccncc1)N(C(=O)c1csnn1)c1ccccc1 (stereo not drawn)
 : 1%	-14%	-1	0%	-10	-11	-3%	-4%	-3%	6
CCn1cc(C(=O)OCC(=O)OC2CC(C)CCC2C(C)C)c(=O)c2ccc(C)nc21 (stereo not drawn)
 : 6%	16%	-1	1%	0	-4	1%	1%	-7%	0
CCCCCn1c(-c2ccco2)nc2nc3ccccc3nc21
 : 0%	?	-11	2%	26	5	-9%	6%	18%	-10
O=C(CN1CCN(c2ccc(Cl)cc2)CC1)NCc1ccccc1
 : -9%	13%	-13	3%	24	4	1%	14%	0%	-1
O=C(O)c1cc2n(n1)C(C(F)(F)F)CC(c1ccccc1)N2 (stereo not drawn)
 : 4%	6%	-9	0%	-5	-13	0%	-6%	9%	4
CC(C)=CCN1CCN(Cc2ccc(C)s2)CC1CCO (stereo not drawn)
 : /	3%	5	6%	-14	-2	-1%	-3%	1%	5
CCOCCCNC(=O)C(NC(=O)Cc1c[nH]c2ccccc12)c1ccccc1 (stereo not drawn)
 : -29%	-1%	-4	0%	-9	4	3%	3%	6%	-2
CCN(CC)CCN1C(=O)C(=O)/C(=C(/O)c2ccc(OC)cc2)C1c1ccco1 (stereo not drawn)
 : 4%	?	-10	-1%	1	1	-1%	2%	-1%	0
Cc1ccc(CNC(=O)[C@@H](NC(=O)C2CCN(C(=O)[C@@H](N)CC(C)C)CC2)C(C)C)cc1
 : 2%	1%	12	/	-2	8	1%	-7%	-6%	-1
COc1ccc(NC(=O)C2(c3ccccc3)CCCC2)cc1
 : -6%	?	0	5%	-4	15	3%	1%	-7%	-2
O=C(CN1C(=O)COc2ccccc21)NCCCN1CCN(Cc2ccccc2)CC1
 : -7%	2%	4	-2%	-1	0	-12%	-2%	4%	1
Cc1ccc(S(=O)(=O)N[C@H](C(=O)NC2CCC(C)CC2)C(C)C)cc1 (stereo partly drawn)
 : -12%	0%	-12	/	1	4	1%	14%	/	/
Cc1ccc(CNC(=O)/C=C/c2ccccc2Cl)cc1
 : -3%	19%	-3	-2%	3	-13	0%	-7%	14%	3
O=C(c1ccc(Sc2cccc(Cl)c2)c([N+](=O)[O-])c1)N1CCN(c2ccccn2)CC1
 : 1%	-1%	-4	-1%	22	-14	6%	-2%	3%	-3
COc1ccc(N(CC(=O)NCc2ccccc2C)S(=O)(=O)c2ccc(C)cc2)cc1OC
 : 1%	0%	-7	-5%	3	34	-1%	4%	-2%	-2
COc1ccc(C(=O)n2c(SC)nc3cc4c(cc32)OCCO4)cc1
 : /	0%	-6	-4%	-25	9	2%	4%	196%[activator]	1
CC(Sc1nnc(-c2ccccc2Br)o1)C(=O)N1CCOCC1 (stereo not drawn)
 : -2%	2%	-2	2%	4	9	1%	5%	-11%	0
Brc1ccccc1OCCCCN1CCCCC1
 : -51%	5%	-9	0%	30	0	0%	1%	-7%	4
CC(C)n1cc(C(=O)NC2CC(C)(C)Cc3c2cnn3-c2ccccc2)cn1 (stereo not drawn)
 : 2%	6%	-1	-3%	-8	-13	5%	6%	41%[activator]	4
CC(C)(CNC(=O)c1ccc(S(=O)(=O)Nc2ccc(Cl)cc2)cc1)N1CCOCC1
 : -2%	3%	6	/	-2	0	0%	12%	/	/
COc1ccc(S(=O)(=O)N(C)C[C@H]2Oc3c(NC(=O)Nc4c(C)noc4C)cccc3C(=O)N([C@@H](C)CO)C[C@H]2C)cc1
 : -8%	-2%	9	/	1	-5	-1%	1%	/	/
CCOc1ccccc1NC(=O)NC1CCCc2ccccc21 (stereo not drawn)
 : -4%	4%	4	-5%	3	1	2%	-1%	-4%	-1
CCOc1ccc(C(=O)C2CCN(CC(=O)Nc3nccs3)CC2)cc1
 : 4%	-5%	7	0%	1	-13	-4%	0%	-2%	-4
O=[N+]([O-])c1ccc(N2CCCC2)nc1
 : 1%	11%	-4	10%	8	3	0%	-4%	3%	-1
CC(C)[C@@H](NC(=O)OC(C)(C)C)C(=O)NCC1CCC(C(=O)N[C@@H](Cc2ccccc2)C(=O)O)CC1 (stereo partly drawn)
 : -16%	1%	-2	2%	7	8	9%	3%	-1%	-2
Cc1ccc(N(Cc2ccccc2)C(=O)c2ccc(Cl)c(S(=O)(=O)N3CCOCC3)c2)cc1
 : -7%	2%	-2	/	22	-11	-1%	1%	/	/
CC(NC(=O)c1cccnc1)c1ccc2c(c1)OCO2 (stereo not drawn)
 : -5%	0%	-2	3%	9	-7	-1%	3%	-4%	0

Source: PubChem (National Center for Advancing Translational Sciences (NCATS))

Outcome played no part in choosing rows; overall some 1.6% were active at least once.
